# Compound activity deposited in PubChem BioAssay by several laboratories.
# PolyA inh = polyadenylation inhibitors in yeast reporter cells, primary screen, luminescence, S. cerevisiae; S. cerevisiae SKY197-pL101 polyadenylation reporter, beta-gal luminescence; efflux-impaired pdr1/pdr3 knockout yeast; score 100 = 6 SD above DMSO; AID 1875, 2009; actives 0.02% (n = 300,000); calls only at 12 µM;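 active means lowest replicate activity score at least 50, where 100 means six control SD above control mean; inconclusive means lowest score under 50 but half or more replicates reach 50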;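 further: yeast exposed to compound for 9 h at 30 °C; higher score means more reporter readthrough which indicates perturbed polyadenylation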
# GSK3beta inhib = human GSK3beta kinase inhibitors, primary screen, biochemical, cell-free homogeneous, HTS. Glycogen synthase kinase-3 beta (Homo sapiens), P49841. actives 0.038% (n = 300,000). AID 2097, 2009. GST-GSK3beta kinase, ADP-Glo luminescence, 60 min; active compounds read low. activity score (negative = inhibition), % at 10 µM;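 active means more than half of replicate wells score below -50%, meaning over 50% inhibition versus plate controls; inconclusive means some replicates but at most half score below -50%; inactive means no replicate scores below -50%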;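 further: 0% = median DMSO wells and -100% = median GW8510 positive control wells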
# Target sequence (P49841 whole entry, looked up): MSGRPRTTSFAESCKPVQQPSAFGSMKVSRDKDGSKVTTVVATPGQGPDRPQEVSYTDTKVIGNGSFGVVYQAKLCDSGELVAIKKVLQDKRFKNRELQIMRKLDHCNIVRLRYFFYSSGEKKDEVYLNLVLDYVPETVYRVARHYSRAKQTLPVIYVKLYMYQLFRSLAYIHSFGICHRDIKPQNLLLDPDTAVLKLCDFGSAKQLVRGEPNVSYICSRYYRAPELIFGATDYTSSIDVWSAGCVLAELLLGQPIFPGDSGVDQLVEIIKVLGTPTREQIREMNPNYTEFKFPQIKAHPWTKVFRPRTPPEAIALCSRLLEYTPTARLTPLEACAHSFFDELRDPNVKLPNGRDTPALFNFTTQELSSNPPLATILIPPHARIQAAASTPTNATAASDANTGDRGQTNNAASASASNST
#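 Assay system: GST-fused GSK3beta enzyme, cell-free / Medium: Tris pH 7.5 buffer with MgCl2, DTT, BSA, heparin / Also added: peptide substrate plus 25 µM ATP (final) / Compound: 10 µM single point / Timing: kinase reaction with compound 60 min at room temperature / Detection: ADP-Glo luminescence / Benchmarks: DMSO neutral wells and GW8510 at 20 µM as positive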
# GSK3 alpha inh = blockers of GSK3A enzyme activity – biochemical, luminescence, cell-free homogeneous, HTS, primary screen | GSK-3 alpha kinase, ADP-Glo luminescence, 60 min | actives 0.1% (n = 320,000) | Glycogen synthase kinase-3 alpha (Homo sapiens), P49840 | inhibition, % at 10 µM;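 in the data active means inhibition above about 50%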;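 further: GST-tagged GSK-3 alpha with peptide substrate and 25 µM ATP; 0% = DMSO neutral wells and 100% = GW8510 positive control wells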
# Target sequence (P49840 whole entry, looked up): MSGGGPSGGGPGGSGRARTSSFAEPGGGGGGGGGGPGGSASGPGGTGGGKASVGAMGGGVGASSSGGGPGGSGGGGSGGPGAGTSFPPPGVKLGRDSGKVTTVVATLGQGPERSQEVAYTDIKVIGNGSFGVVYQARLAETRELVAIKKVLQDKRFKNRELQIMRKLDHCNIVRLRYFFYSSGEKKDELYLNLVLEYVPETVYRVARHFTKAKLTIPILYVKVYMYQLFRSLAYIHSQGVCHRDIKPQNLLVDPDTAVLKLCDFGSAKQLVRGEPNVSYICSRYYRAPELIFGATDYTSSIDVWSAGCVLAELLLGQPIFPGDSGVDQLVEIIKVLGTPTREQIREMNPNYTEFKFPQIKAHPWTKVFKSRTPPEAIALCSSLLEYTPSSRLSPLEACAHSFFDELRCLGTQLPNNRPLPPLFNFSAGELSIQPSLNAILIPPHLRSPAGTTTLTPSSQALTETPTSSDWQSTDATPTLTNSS
# HSF1 inhib = HSF1 inhibitors in luciferase reporter cells, primary screen, cell-based, NIH3T3, luminescence; NIH3T3-HGL HSE-luciferase, MG132-induced, luminescence 8 h; active compounds read low; activity change, negative = inhibition, % at 7.5 µM (by protocol); actives 0.77% (n = 300,000);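 active means more than half of replicate wells show activity change below -50%, luminescence cut by over half; inconclusive means some wells, but at most half, below -50%; inactive means no replicate well below -50%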;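 further: luciferase reports HSF-1 transcriptional activity via heat shock element; 0% = median of DMSO wells and -100% = zero luminescence signal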
# aSyn UTR inh = MLPCN primary screen, SNCA 5' untranslated region | alpha-synuclein 5'UTR reporter, inhibitor activity | inhibition, % (tested at 7.5 µM) | actives 0.82% (n = 300,000) | AID 1813, 2009; in the data active means inhibition above about 60%; inconclusive means no clear call, values can overlap the other calls;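 further: H4 neuroglioblastoma cells stably carrying SNCA 5'UTR luciferase fusion; 0% = DMSO wells and 100% = positive control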
# AI-2 QS modul = Vibrio harveyi AI-2 quorum sensing modulators, primary screen, JMH597 strain, luminescence/OD600 ratio; Vibrio harveyi JMH597 AI-2 luminescence/OD600 ratio, 9 h; active compounds read low; strain lacks LuxN and CqsS sensors; 0 = neutral-control median; activity change, % at 7.5 µM; actives 0.4% (n = 300,000); in the data active means activity change below about -75%, passing the limit was not always enough; inconclusive means no clear call, values can overlap the other calls;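 further: luminescence divided by OD600 gain over 9 h not by final OD600 alone; inactives centre near 13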
# KLF5 inh = KLF5 expression inhibitors, primary screen, DLD-1 cells, luminescence; inhibition, % at 5 µM; DLD-1 KLF5 promoter-luciferase reporter; actives 0.23% (n = 290,000); AID 1700, 2009;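 active means inhibition above a per-plate limit of that plate's mean compound inhibition plus 3 SD, cut at about 60% in these data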;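 further: 0% = DMSO wells and 100% = LY294002 at 200 µM; higher means less KLF5 promoter-driven luciferase light; inactives centre near -14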
# HSF1 activator = HSF-1 activators, primary screen, NIH3T3-HGL cells, MG132 stress, luminescence, single point | NIH3T3-HGL HSF-1 luciferase reporter, 8 h; 100% = twice DMSO control signal | activation, % at 9 µM | actives 1.7% (n = 300,000);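 active means mean replicate activation of at least 50% with a set share of replicates each reaching 50%; inconclusive means only one of those two conditions met; inactive means mean below 50% and too few replicates reaching it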;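 further: 0% = median of the neutral control wells and 100% = twice that signal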
# HSP90 refold inh = HSP90 inhibitors, primary screen, cell lysate, luminescence; Heat shock protein HSP 90 (rabbit reticulocyte lysate; luciferase refolding); Rabbit reticulocyte lysate, luciferase refolding luminescence, 3 h; inhibition, % at 5.6 µM; actives 0.91% (n = 290,000);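 active means inhibition above the screen-wide mean plus 3 SD, computed separately per campaign, cut at about 16% in these data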;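 further: 0% = DMSO wells and 100% = 60 µM geldanamycin wells; inhibitors lower the luminescence because luciferase stays unfolded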
# IEC-6 tox = cytotoxicity in IEC-6 intestinal epithelial cells, primary screen, cytotoxicity control for KLF5 inhibitor project, cell-based, luminescence; IEC-6 cytotoxicity, luminescence viability; inhibition, % at 5 µM; actives 0.78% (n = 290,000); AID 1825, 2009; in the data active means inhibition above about 22%;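 further: 0% = plate median of test compound wells and 100% = cytotoxic reference compound wells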
# * = called active by the depositor; i = inactive; u = inconclusive; x = not tested or not shown. This is a subset. The share of hits here may be higher or lower than overall.
structure	PolyA inh	GSK3beta inhib	GSK3 alpha inh	HSF1 inhib	aSyn UTR inh	AI-2 QS modul	KLF5 inh	HSF1 activator	HSP90 refold inh	IEC-6 tox
CC(C(=O)O)N1c2cccc3cccc(c23)S1(=O)=O (stereo unspecified)	i	-1	-2	-6	21	24	-11	0	2	1
Cc1c(/C=N/NC(=O)c2sc3ccccc3c2Cl)cnn1C	i	2	0	-2	-6	26	6	10	-3	0
CC[C@H]1OC(=O)[C@H](C)[C@@H](O[C@H]2C[C@@](C)(OC)[C@@H](O)[C@H](C)O2)[C@H](C)[C@@H](O[C@@H]2O[C@H](C)C[C@H](N(C)C)[C@H]2O)[C@](C)(OC)C[C@@H](C)C(=O)[C@H](C)[C@@H](O)[C@]1(C)O	i	-2	-1	3	2	-57	-30	-1	0	-6
CCCNC(=O)C(=O)N/N=C/c1cccs1	i	0	-1	2	-30	30	-16	-8	-6	3
S=c1[nH]nc(COc2ccccc2)n1Cc1ccccc1	i	0	0	2	11	5	-24	-7	4	6
CCc1nc2ccccc2c(C(=O)OCC(=O)NC(=O)c2cccn2C)c1C	i	3	1	-14	14	2	13	-28	3	-2
O=C(NCCS(=O)(=O)N1CCCCCC1)c1ccc(F)cc1	i	-1	0	-3	0	24	x	-8	x	x
COc1ccc(/C=C/C(=O)N[C@H](C(=O)O)C(C)C)cc1	i	1	5	-8	30	0	-23	-6	4	7
COc1ccccc1NC(=O)C(C)OC(=O)/C(=C/c1ccccc1)NC(C)=O (stereo unspecified)	i	2	2	-4	5	7	x	-2	x	x
CC(=O)c1cn(C)c(=O)[nH]c1=O	i	3	-1	5	16	12	11	-9	0	-3
COc1ccc(OC)c(-c2cc(C(=O)N/N=C/c3cc(OC)c(OC)cc3OC)c3ccccc3n2)c1	i	4	-3	-69*	0	21	x	-72	x	x
COCCN(C(=O)CSc1nnc(C)n1Cc1ccccc1)c1c(N)n(CC(C)C)c(=O)[nH]c1=O	i	0	-2	-7	13	1	-18	-12	5	2
O=C(Nc1ccccn1)c1cccc(S(=O)(=O)N2CCc3ccccc3C2)c1	i	-3	x	0	-11	25	x	-1	x	x
CCCCNS(=O)(=O)c1ccc(NC(=O)Cc2ccccc2[N+](=O)[O-])cc1	i	2	1	6	-22	24	-24	31	-3	4
O=C(Cc1ccccc1)Nc1ccc(N2CCCCC2)cc1	i	3	2	-8	-67	6	-91	-7	4	6
C=CCOC(=O)C1=C(C)OC(N)=C(C#N)C1c1ccc(OC)c(CSc2ccccn2)c1 (stereo unspecified)	i	0	-3	x	4	6	-19	x	0	-5
O=C(OCC(O)C(O)COC(=O)c1ccccc1)c1ccccc1 (stereo unspecified)	x	0	1	x	x	18	-5	x	-2	-7
COc1ccc(-c2noc(C3CCCN(C(=O)Nc4ccccc4F)C3)n2)cc1 (stereo unspecified)	i	0	3	-16	-114	16	-39	-6	27*	0
COC(CNC(=O)c1cccc2c1C(=O)N(Cc1cccnc1)C2)OC	i	4	-1	-10	11	24	-37	2	6	-1
COc1cc(OC)c2c(=O)c(OC)c(-c3ccc(OC)c(OC)c3)oc2c1	i	0	6	5	12	21	-24	19	-7	6
Cc1cc2n(n1)C(c1ccccc1Cl)Nc1ccccc1-2 (stereo unspecified)	i	-7	13	0	2	13	-14	1	-1	-2
Cn1c(=NC(=O)c2ccccc2[N+](=O)[O-])sc2cccc(F)c21	i	1	-1	21	-110	21	-70	47	-1	0
COCCn1c(C)cc(/C=C2/SC(=O)N(C(C)C(=O)OC)C2=O)c1C (stereo unspecified)	i	-2	-2	9	-154	9	-109	15	1	0
CCN(CC)CCCCCOc1ccccc1OC	i	4	0	2	14	8	-20	-11	1	-2
COc1ccc(CCN2C(=O)c3[nH]nc(-c4ccccc4O)c3C2c2ccccc2)cc1OC (stereo unspecified)	i	0	1	4	11	0	-15	25	0	2
CSc1sc(C(=O)NCC2CC2)c2c1S(=O)(=O)N(C)c1ccccc1-2	i	1	0	-4	18	14	-16	-24	1	3
CCOC(=O)N1CCN(c2c(N3CCc4ccccc43)c(=O)c2=O)CC1	i	1	-2	3	9	1	-10	-19	-1	1
CC(C)c1ccc(OCC(=O)N(Cc2ccco2)C2CCS(=O)(=O)C2)cc1 (stereo unspecified)	i	0	2	-1	12	28	-22	-3	2	2
COC(=O)CSc1ncnc2c1cnn2Cc1ccccc1	i	-2	1	-5	2	34	33	5	1	-3
CCOc1ccc(CC(=O)Nc2c(C(N)=O)oc3ccccc23)cc1OCC	i	2	0	-4	22	25	10	6	2	8
O=C(CSCc1ccccc1)N/N=C/c1ccccc1OCc1ccccc1	x	1	-1	0	-13	2	-14	-2	1	-3
N#Cc1c(NC(=O)COC(=O)c2nccnc2N)sc2c1CCCC2	i	0	2	-1	-10	3	x	3	x	x
Cc1ccc(C)c(/C(O)=C2\C(=O)C(=O)N(Cc3cccnc3)C2c2cccnc2)c1 (stereo unspecified)	i	-1	0	-4	2	18	7	-4	0	0
CC(C)OCCCNC(=O)Nc1cccc2ccccc12	i	0	-2	7	-10	1	-22	13	-6	-12
CCOC(=O)/C(C#N)=C/Nc1ccccc1OC	i	1	0	18	-122	30	-122	28	-3	-2
Cc1ccc(-c2cc(N)n(-c3ccccc3)n2)cc1	i	0	-1	-6	-115	22	-134	3	-2	-4
CCC(Oc1ccccc1)C(=O)N1CCN(c2ccccn2)CC1 (stereo unspecified)	i	4	0	-4	-19	22	-23	11	-1	-4
Cn1c(SCc2nn[nH]n2)nc2c1c(=O)n(Cc1ccccc1Cl)c(=O)n2C	i	-2	-2	-3	17	35	5	5	-5	-3
N#CC1(C#N)CC(C=O)=C(N)C1(C#N)CC(=O)C12CC3CC(CC(C3)C1)C2 (stereo unspecified)	i	0	2	-4	15	38	-26	15	-2	-13
C/C(=N\NC(=O)c1cc(C2CC2)nc2ccccc12)c1ccc(O)cc1O	i	0	1	1	74*	41	61	6	-5	51*
C/C(=N\NC(=O)C1(C)NC(C)(C)Cc2ccccc21)c1ccccc1 (stereo unspecified)	i	4	0	5	-13	12	-33	12	1	4
Cc1cccc(NC(=S)N(CCCN2CCOCC2)C(C)c2cc3ccccc3o2)c1 (stereo unspecified)	i	2	0	0	-6	17	-31	-7	3	2
CN(CC(=O)Nc1ccc(N2CCOCC2)cc1)CC(=O)Nc1ccccc1[N+](=O)[O-]	i	-1	-2	-13	-10	12	8	4	-1	7
O=C(/C=C/c1ccccc1)Nn1cnc2ccccc2c1=O	i	-13	-2	-6	-32	-88*	-27	17	2	-13
COc1ccc(NC(=O)CSc2nnc(Cc3cccn3C)n2CCc2ccccc2)c(OC)c1	i	0	5	4	-2	26	-8	29	0	-2
CCN(CC)C(NC(=O)Cc1ccccc1)C(Cl)(Cl)Cl (stereo unspecified)	i	2	-3	-4	0	6	16	3	4	5
CCN(CC)CCNC(=O)C(=O)Nc1cc2c3c(c1)CCN3C(=O)CC2	i	2	1	-6	-10	21	-9	-26	1	2
Cc1cccc(-c2nnc(SCC#N)n2-c2ccccc2)c1	i	0	-2	-1	19	-13	2	-2	-2	-4
COCCN(C(=O)COC(=O)CCc1nc2ccccc2s1)c1c(N)n(Cc2ccccc2)c(=O)[nH]c1=O	x	0	1	2	-3	8	-36	0	2	-2
Cc1ccc(C)c(N(C)S(=O)(=O)c2cccc3nsnc23)c1	i	2	-3	-1	27	10	-22	8	0	6
COc1cccc(CNC(=O)c2ccc(N3CCOCC3)c([N+](=O)[O-])c2)c1	i	2	1	-6	12	40	12	-7	-2	-2
Nc1c(C(=O)NCC2CCCO2)sc(=S)n1-c1ccccc1 (stereo unspecified)	i	2	-6	9	-21	44	-8	19	4	-1
COc1ccc(-n2c(=S)[nH]c3cc(C(=O)Nc4ccc(OC)c(OC)c4)ccc3c2=O)cc1	i	2	0	1	12	8	1	-8	2	0
COc1ccc(-c2csc(NC(=O)c3ccc(OCC(=O)N4CCOCC4)c(OC)c3)n2)cc1OC	i	1	2	-23	16	11	-37	-25	-4	-4
CC(=O)C1=C(C)NC(=O)NC1c1ccccc1OCC(=O)NCCc1ccccc1 (stereo unspecified)	i	3	-1	9	-11	14	-8	19	1	-1
Cc1ccc(N2C(=S)NC3c4ccccc4OC2(C)C3C(=O)N(C)C)cc1 (stereo unspecified)	i	2	-1	3	0	7	-7	-6	-7	-3
CC1CC(C)CN(CCCNC(=O)c2csc3c2CCCC3)C1 (stereo unspecified)	i	-2	2	-7	18	-15	3	0	6	-1
Cc1cc(C)c(NS(=O)(=O)c2ccc3c(c2)NC(=O)C(C)C(=O)N3)c(C)c1 (stereo unspecified)	i	1	-1	-1	12	18	-24	-4	-4	9
CCCSc1nsc(SCCC)c1C(N)=O	i	0	-2	-14	5	15	-6	3	0	-4
CCOc1ccc(/C=N/NC(=O)C2CC2)cc1OC	i	-2	-2	0	-21	16	-9	-2	-1	-5
Cc1c(NC(=O)CCCCCN2C(=O)c3ccccc3C2=O)c(=O)n(-c2ccccc2)n1C	i	-4	-2	-1	3	6	-29	1	2	-1
NC(=O)CSC1=Nc2ccccc2C2=NC(CCC(=O)NCc3ccc(F)cc3)C(=O)N12 (stereo unspecified)	i	1	2	0	7	17	-33	3	2	-2
CCCCOc1cccc(C(=O)Nc2ccc(NC(=O)c3cccs3)cc2)c1	i	2	-1	u	64*	16	-45	-56	0	6
